High-throughput results from PubChem.
GalR3 antag: human GalR3 antagonism | O60755 | HEK293 GalR3-CNG cAMP membrane potential fluorescence; galR3 body fused to GalR1 C-terminus | inhibition, % at 3 µM | hit rate 0.44% among 360,000 | AID 651719;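 active = inhibition above the screen-wide average plus 3 SD, cut at about 13% in these data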;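 note: forskolin and galanin both at EC90 stimulate the cells; cAMP rise reported by CNG channel membrane potential dye signal; 0% = forskolin plus galanin with DMSO and 100% = forskolin alone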
Target sequence (O60755 1-299 limits assumed): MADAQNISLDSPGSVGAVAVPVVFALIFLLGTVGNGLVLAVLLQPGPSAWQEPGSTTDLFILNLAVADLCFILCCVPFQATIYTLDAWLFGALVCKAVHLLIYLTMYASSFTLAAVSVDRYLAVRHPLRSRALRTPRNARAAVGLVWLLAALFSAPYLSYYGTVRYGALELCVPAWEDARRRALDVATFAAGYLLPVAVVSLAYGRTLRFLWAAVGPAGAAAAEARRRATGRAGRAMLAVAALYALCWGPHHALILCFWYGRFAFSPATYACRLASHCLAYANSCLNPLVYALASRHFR
GPR7 antag: human neuropeptides B/W receptor 1 antagonism; P48145; GPR7-expressing cells, fluorescence antagonist assay; inhibition, % at 4.4 µM; hit rate 1.1% among 290,000; AID 1861; in the data active = inhibition above about 16%, passing the limit was not always enough;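 note: cells stimulated with the agonist NPW; 0% = agonist with vehicle and 100% = vehicle without agonist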
MEKK2 mut-MEK5: signal of MEK5 binding to mutant human MEKK2 PB1 domain | bead flow cytometry, Alexa488-MEK5 binding to MEKK2 mutant | percent response, % at 10 µM | hit rate 0.35% among 290,000; in the data active = percent response above about 24%, passing the limit was not always enough; note: inactives centre near 1; some results filed as inactive read as strong as hits; reference of the scale not given here
NALP1 yeast inh: blocks the NALP1 inflammasome reconstituted in yeast; hit rate 0.61% among 280,000; inhibition, % at 10 µM; S. cerevisiae NALP1/ASC/caspase-1 growth, X-gal OD620, 72 h; AID 2071; in the data active = inhibition mostly above about 24%, no sharp cut-off; inactive = mostly below about 32%; note: some compounds called inactive have numbers as strong as hits
MEKK3 PB1 HTS: modulators (inhibitors or enhancers) of MEK5 binding to human MEKK3 PB1 domain | bead-based flow cytometry, Alexa488-MEK5 binding to MEKK3; actives lie on both sides; 0 = blocked by unlabeled MEK5, 100 = vehicle | binding response (% of control), % at 10 µM | hit rate 1.4% among 290,000;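 active = binding response more than 3 SD above or below the average of its plate-row segment, actives on both sides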;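 note: Alexa488 bead fluorescence after subtracting the streptavidin-only scavenger bead signal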
MEKK2wt PB1 HTS: raises or lowers MEK5 binding to wildtype human MEKK2 PB1 domain | bead flow cytometry, Alexa488-MEK5 binding to MEKK2 WT; actives lie on both sides | binding response (% of control), % at 10 µM | hit rate 1.1% among 290,000 | AID 1531; in the data active = binding response below about 67% or above about 130%
PHOSPHO1 block: blocks human PHOSPHO1 phosphatase activity; Q8TCT1; hit rate 1.1% among 290,000; inhibition, % at 13.3 µM; AID 1565; recombinant PHOSPHO1, absorbance phosphatase assay; in the data active = inhibition above about 60%
Target sequence (Q8TCT1 whole entry, looked up): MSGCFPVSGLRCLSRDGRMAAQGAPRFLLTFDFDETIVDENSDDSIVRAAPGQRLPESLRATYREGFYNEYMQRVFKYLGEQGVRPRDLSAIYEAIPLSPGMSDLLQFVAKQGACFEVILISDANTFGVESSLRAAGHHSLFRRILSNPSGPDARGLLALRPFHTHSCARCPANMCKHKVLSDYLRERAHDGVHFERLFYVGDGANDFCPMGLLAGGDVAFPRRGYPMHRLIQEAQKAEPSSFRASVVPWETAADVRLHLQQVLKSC
OXTR agonist: agonists of human oxytocin receptor | CHO-OTR cells, Fluo-8 calcium fluorescence; normalized: DMSO 0%, oxytocin 100% | activation, % at 3 µM | hit rate 0.32% among 320,000;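 active = activation above the mean of all tested compounds plus 3 SD, cutoff set per screening run, cut at about 20% in these data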;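 note: peak over basal fluorescence ratio from a 100 s FLIPR kinetic read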
V1R ag counter: V1a receptor agonism, counter-screen for OXTR agonists. P37288. CHO-V1R cells, Fluo-8 calcium fluorescence, agonist mode; 0% DMSO, 100% 3 nM vasopressin. activation, % at 3 µM. hit rate 0.25% among 320,000;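 active = activation above the mean activation of all tested compounds plus 3 SD, per screening run, cut at about 20% in these data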;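 note: signal is peak over basal fluorescence ratio across a 100 second FLIPR read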
Target sequence (P37288 whole entry, looked up): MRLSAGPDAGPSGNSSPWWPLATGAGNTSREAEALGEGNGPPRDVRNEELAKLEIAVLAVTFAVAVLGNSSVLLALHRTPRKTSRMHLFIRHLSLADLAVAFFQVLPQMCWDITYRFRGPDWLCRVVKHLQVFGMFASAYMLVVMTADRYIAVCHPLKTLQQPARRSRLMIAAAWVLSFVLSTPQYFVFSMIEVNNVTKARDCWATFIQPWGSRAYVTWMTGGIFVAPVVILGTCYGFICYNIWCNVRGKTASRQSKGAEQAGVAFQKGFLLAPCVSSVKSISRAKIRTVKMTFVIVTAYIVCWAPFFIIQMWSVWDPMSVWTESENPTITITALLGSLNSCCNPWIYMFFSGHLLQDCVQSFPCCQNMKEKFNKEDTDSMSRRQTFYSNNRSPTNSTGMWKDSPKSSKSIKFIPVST
An asterisk follows results filed as active; . = not tested or not shown.

SMILES	GalR3 antag	GPR7 antag	MEKK2 mut-MEK5	NALP1 yeast inh	MEKK3 PB1 HTS	MEKK2wt PB1 HTS	PHOSPHO1 block	OXTR agonist	V1R ag counter
COC(=O)c1ccc(NC(=O)C2C3CCC(C3)C2C(=O)O)cc1 (configuration not stated)	3	-1	2	27	102	102	-31	1.1	-0.2
COc1cccc(NC(=O)C2CCN(S(C)(=O)=O)CC2)c1	5	-7	.	14	.	.	4	0.3	0.0
CCOc1ccc(S(=O)(=O)N2CCCC(C(=O)N3CCOCC3)C2)cc1 (configuration not stated)	-1	-18	3	12	100	103	8	0.3	1.0
COc1ccc(OC)c(NC(=S)N2CCN(C(=O)C3CCCO3)CC2)c1 (configuration not stated)	-2	3	2	8	100	100	17	.	.
c1ccc2c(c1)NCC1CCCN21 (configuration not stated)	-11	-3	-3	12	97	100	9	-0.8	0.9
Cc1oc(C(=O)O)cc1COc1ccc2c3c(c(=O)oc2c1C)CCC3	-4	1	6	7	105	109	7	1.3	0.1
Cc1cc(NC(=O)c2cc(-c3ccc(C)s3)nc3ccccc23)no1	0	0	8	-3	105	104	-3	0.4	1.4
Cc1cc(NC(=O)CSc2nc(=O)cc(N)n2-c2ccc(Cl)cc2)no1	1	-17	2	-6	103	99	24	0.1	-0.6
Clc1ccc2nc(C3CCN(Cc4nnnn4C4CCCCC4)CC3)[nH]c2c1	-4	-3	4	11	107	107	-10	-2.1	-0.3
CCc1ccc(S(=O)(=O)Nc2ccccn2)cc1	-5	-4	5	13	106	107	36	-0.9	1.1
Cc1ccc(NC(=O)c2ccc3c(=O)n4c(nc3c2)CCCCC4)cc1F	-7	-6	-4	3	101	93	26	6.1	8.9
CC(=O)N1c2ccc(S(=O)(=O)NCCC(=O)NCCc3ccc(C)cc3)cc2CC1C (configuration not stated)	-8	-9	0	19	102	102	-8	5.0	7.0
Clc1nc(Nc2ccccc2)nc(Nc2ccccc2)n1	-4	5	0	25	98	100	-12	-1.6	-0.1
COc1ccccc1NC(=O)Cc1csc(N)n1	-5	-5	0	16	93	91	31	0.1	-0.1
COCCn1c(C)c(C)c(S(=O)(=O)c2ccccc2)c1N	-6	8	9	10	101	109	-16	1.1	2.1
CC(=O)NCc1cn2c(C)csc2n1	.	-1	11	14	107	108	2	0.2	0.9
Cc1cc(C)nc(NC(=O)c2c(-c3ccccc3Cl)noc2C)c1	5	-2	-4	22	86	92	-6	-2.5	1.1
Cc1cc(C)c(O)c(-c2cc(C(=O)Nc3c(C)n(C)n(-c4ccccc4)c3=O)[nH]n2)c1	-6	6	17	-4	125	106	20	-0.2	1.3
Cc1ccc(NC(=O)c2ccc(S(=O)(=O)NCc3ccco3)cc2)cc1	-6	4	-10	11	101	102	28	3.7	3.5
COc1cccc(CNS(=O)(=O)c2ccc3c(c2)N(C(C)=O)CCO3)c1	2	21	-1	9	98	101	15	2.4	3.6
O=C(COC(=O)CCc1c[nH]c(=O)[nH]1)Nc1ccccc1Cl	2	-11	-1	6	99	97	10	1.1	1.6
C/C(=N\NC(=O)c1ccncc1)c1cc2ccccc2o1	1	1	2	12	103	103	-34	0.0	0.4
O=C(Cn1c(=O)n(Cc2ccc3c(c2)OCO3)c(=O)c2ccccc21)N1CCCc2ccccc21	0	-8	-2	9	99	94	-17	-0.8	-0.2
Cc1ccc(NCC(=O)N/N=C/c2cccc(Oc3ccccc3)c2)cc1	-10	-8	1	31	134*	107	3	-1.2	-0.7
CCc1c(C)nc2c(-c3ccccc3)c(C)nn2c1Nc1ccc(NC(C)=O)cc1	-1	27*	-7	0	92	89	20	2.2	1.3

Part of the list above, comma-delimited.
SMILES,GalR3 antag,GPR7 antag,MEKK2 mut-MEK5,NALP1 yeast inh,MEKK3 PB1 HTS,MEKK2wt PB1 HTS,PHOSPHO1 block,OXTR agonist,V1R ag counter
COc1cccc(CNS(=O)(=O)c2ccc3c(c2)N(C(C)=O)CCO3)c1,2,21,-1,9,98,101,15,2.4,3.6
COc1ccccc1NC(=O)Cc1csc(N)n1,-5,-5,0,16,93,91,31,0.1,-0.1
CCc1c(C)nc2c(-c3ccccc3)c(C)nn2c1Nc1ccc(NC(C)=O)cc1,-1,27*,-7,0,92,89,20,2.2,1.3
c1ccc2c(c1)NCC1CCCN21 (configuration not stated),-11,-3,-3,12,97,100,9,-0.8,0.9
Cc1ccc(NCC(=O)N/N=C/c2cccc(Oc3ccccc3)c2)cc1,-10,-8,1,31,134*,107,3,-1.2,-0.7

Next part
SMILES	GalR3 antag	GPR7 antag	MEKK2 mut-MEK5	NALP1 yeast inh	MEKK3 PB1 HTS	MEKK2wt PB1 HTS	PHOSPHO1 block	OXTR agonist	V1R ag counter
CCOc1c2ccc(C(=O)NCc3ccco3)cc2nn1CC	-3	-9	6	12	113	111	34	0.3	1.2
Cc1cc(C(=O)NCc2ccc(S(N)(=O)=O)cc2)cs1	-3	-8	1	1	96	99	-34	0.5	0.8
Cc1onc(-c2ccccc2)c1C(=O)N1CCc2ccccc21	-7	-1	3	21	99	93	46	-2.1	-0.8
CC(=O)c1c(C)[nH]c(=S)c(C#N)c1-c1ccc(Cl)cc1	-4	-9	-8	2	93	93	32	-0.9	0.0
O=S(Cc1ccc(Cl)cc1)c1ncc(CO)n1Cc1ccccc1 (configuration not stated)	-3	-15	-8	7	98	103	34	3.5	3.2
C=CCOC(=O)C1=C[C@@H](c2ccc(C(F)(F)F)cc2)[C@H](CCCO)[C@@H](OCC)O1	-6	-6	4	5	104	105	1	20*	-1.5
Cc1ccc(C(C)C)c(OCC(=O)NN2C(=O)c3ccccc3C2=O)c1	-11	-10	0	1	104	103	4	-1.1	-1.2
COc1ccc(OC)c(S(=O)(=O)N2CCN(CC(O)COc3ccccc3)CC2)c1 (configuration not stated)	-4	-6	-5	31	103	100	12	4.6	11
CCOc1ccccc1N=C1SC(CC(=O)Nc2ccc(OC)cc2OC)C(=O)N1CCC1=CCCCC1 (configuration not stated)	-5	-13	1	44	100	98	-18	0.0	4.2
CCc1ccccc1Nc1nc(N)nc(CSc2nnnn2C)n1	-6	4	-2	10	113	106	36	0.1	0.5
O=C(O)C1Cn2c(nc3c(c2=O)C2(CCCC2)Cc2ccccc2-3)S1 (configuration not stated)	-5	3	-2	-2	88	89	15	-0.2	0.1
COc1ccc2c(c1)CC1c3c(cc4c(c3-2)OCO4)CC[N+]1(C)[O-] (configuration not stated)	-4	.	-4	10	93	96	26	0.6	0.3
CC1(C)C2CC=C(/C=N/NC(=O)c3ccccc3O)C1C2 (configuration not stated)	-3	-9	-1	40	95	99	-5	3.9	4.7
O=C(CCS(=O)(=O)c1ccc2c(c1)NC(=O)CO2)NCCc1ccc(Cl)cc1	-11	-6	12	8	108	107	24	0.1	1.7
COc1cc(C(=O)NCCC(=O)NCCCN2CCCCC2C)cc(OC)c1OC (configuration not stated)	.	-3	8	13	101	103	10	4.4	0.9
O=C(CCS(=O)(=O)c1ccccc1)Nc1nc2cc3c(cc2s1)OCO3	3	-16	5	2	104	104	20	-0.3	0.2
Cc1cccc2c1CC(C)(C)NC2=C(C#N)C#N	-2	-12	1	21	108	97	-11	-1.1	1.8
CCCN=C(C)C1=C(O)c2ccccc2C1=O	-3	-6	-1	16	97	96	24	-0.6	0.8
COc1ccc(N(Cc2cc3cc(OC)ccc3[nH]c2=O)C(=O)C2CCCO2)cc1 (configuration not stated)	3	8	10	8	106	104	6	-0.9	0.6
NNC(=O)CNC(=O)c1ccc(F)cc1	-1	-4	0	.	99	97	2	-1.8	0.2
O=C(Nc1ccc(NC(=O)C2CC2)cn1)c1ccccc1Cl	1	-15	1	23	101	101	4	1.6	0.8
CN(Cc1ccccc1)c1ncnc2c1cnn2-c1ccccc1	.	-2	-12	50	91	90	25	-1.5	-0.1
CCOC(=O)C1CCCN(c2ncnc3c2cnn3-c2ccc(OC)cc2)C1 (configuration not stated)	-5	5	-6	41	94	98	21	-0.2	0.5
COc1cccc(CN2CCC(C(=O)N3CCN(c4ccccc4F)CC3)CC2)c1	-7	-1	-2	21	96	98	-20	1.3	1.4
CCC(=Nc1ccc(N)cc1)C1=C(O)C(C(=O)OC)C(C)(C)CC1=O (configuration not stated)	0	-4	3	3	99	100	-5	1.2	1.4
Carrying on.
SMILES	GalR3 antag	GPR7 antag	MEKK2 mut-MEK5	NALP1 yeast inh	MEKK3 PB1 HTS	MEKK2wt PB1 HTS	PHOSPHO1 block	OXTR agonist	V1R ag counter
COC(=O)C1=C(C)N(Cc2ccco2)C(=O)N[C@@H]1c1ccccc1	-7	-4	2	24	107	103	-4	0.9	1.0
CCSc1ccccc1C(=O)NCc1ccc(OC)cc1	-5	-3	2	14	101	101	4	-0.7	1.1
CC(C)(C)NC(=O)CSc1nnc(C2CC2)n1-c1ccccc1	8	8	-7	1	100	95	-2	1.9	-0.3
Cc1ccc(/C=C/C(=O)Nc2cc(S(=O)(=O)N3CCCCCC3)ccc2OCC(F)(F)F)o1	3	-2	-1	35	108	109	-21	-1.6	0.1
O=C(CCCN1C(=O)c2cccnc2C1=O)Nc1ccc(F)cc1Cl	-10	-16	6	19	106	106	42	-0.4	0.0
O=C(NNc1ccccc1[N+](=O)[O-])Nc1cccc(Cl)c1	8	-9	-2	.	101	98	35	5.3	2.2
Cc1cc(C(=O)O)ccc1-n1c(C)cc(/C=C2\SC(=O)NC2=O)c1C	-10	-9	1	12	100	98	19	0.4	0.1
O=c1ccccn1CCOc1ccc(Cl)cc1	-4	10	-12	9	91	93	28	0.4	2.0
Cc1cc2cc(C)c3nnc(SCC(=O)N4CCc5ccccc54)n3c2cc1C	.	1	-1	2	100	92	28	.	.
CCN(CC)CCNC(=O)c1ccc(NC(=O)c2ccc(Cl)c(S(=O)(=O)Nc3ccccc3OC)c2)cc1	.	-10	12	-2	104	147*	-141	.	.
COc1ccc(-n2nnnc2SCC(=O)c2ccc3c(c2)OCCO3)c(OC)c1	5	-8	.	0	.	.	23	2.2	0.7
Cc1cc(C(=O)C(=O)O)c(C)n1-c1ccc(Cl)cc1	-3	-6	0	14	105	105	34	0.1	0.7
Cc1ccc(NC(N)=S)cc1	-4	3	-3	10	104	100	3	0.3	0.8
C/C(=N\NS(=O)(=O)c1cccc([N+](=O)[O-])c1)c1cccnc1	0	-11	-4	4	104	98	22	0.4	9.4
CCn1cc(SCC(=O)NCc2ccc3c(c2)OCO3)c2ccccc21	.	-1	9	.	104	110	-11	-1.3	-1.1
O=C(Nc1c(Cl)cccc1Cl)c1cc(=O)n(Cc2ccccc2)c(=O)[nH]1	-6	0	4	18	103	107	-14	-0.5	0.0
O=C(COC(=O)c1ccco1)NCc1cccs1	0	-3	1	26	103	99	-10	0.1	-0.3
CCOc1ccccc1C(=O)Nc1ccsc1C(=O)OC	-8	-9	1	36	105	107	16	-2.4	-0.6
C=CCNC(=O)c1onc(CSc2ccc(F)cc2)c1C(=O)O	-3	-10	5	-5	104	107	-6	0.1	1.3
CCOc1ccc2nc(SC(CC)C(=O)Nc3cc(C)on3)sc2c1 (configuration not stated)	5	2	11	5	108	110	-30	5.3	4.5
COc1ccc(C2=NN(C3=NN=C(N)Cc4ncnn43)C(O)(C(F)(F)F)C2)cc1 (configuration not stated)	-5	-14	-4	-1	99	95	22	-0.6	-0.2
COc1cc(C)c(COc2ncnc3ccccc23)cc1OC	-10	10	-3	22	99	99	43	2.3	4.3
COc1ccc(-c2nc(CS(=O)CC(=O)NC3CCCC3)c(C)o2)cc1OC (configuration not stated)	0	-7	0	0	98	98	58	-1.7	-0.5
O=C1N(Cc2cccc(Cl)c2)C[C@@H]2C[C@@H](c3ccco3)N3CCC[C@@]123	-7	17	-4	12	100	94	-7	0.2	-0.3

No enrichment for hits, and some 5.4% of all compounds hit somewhere here.
